Sm TGR block = inhibitors of Schistosoma mansoni thioredoxin glutathione reductase | purified TGR, DTNB reduction, TNB absorbance 405 nm | Q962Y6 | Potency, µM (highest dose often 114 µM), for the others: at the highest dose activity change, negative = inhibition, hits mostly inhibitors | 360,000 tested, 3% active; note: potency is the fitted concentration of half-maximal effect; nearly all actives have a fitted effect of over 60% in size
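Kinetic colorimetric format: TGR-catalysed, NADPH-driven DTNB reduction monitored via TNB absorbance. Enzyme dispensed at 20 nM; compound exposure 15 min at room temperature before reaction start.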
AMA1 RON2 block = AMA1-RON2 (P. falciparum) interaction inhibition; AlphaScreen AMA1-biotinylated RON2 peptide binding; Potency, µM (doses to about 58.2 µM), for inactives: at the top dose activity change, negative = inhibition, most hits filed as inhibitors; 360,000 tested, 0.2% active;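 note: potency is the fitted concentration of half-maximal effect; 0% = vehicle wells and -100% = peptide control; nearly all actives have a fitted effect of over 45% in size; some results filed as inactive show a strong effect at the top dose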
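AMA1 (3D7) with his tag at 25 nM final met compounds first, then biotinylated RON2 peptide at 25 nM; detection used donor plus acceptor beads, 10 µg/mL apiece, read by AlphaScreen after 30 min at room temperature.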
HCMV inh = inhibitors of human cytomegalovirus; activity change, negative = inhibition, % at 57.5 µM; 410,000 tested, 4.5% active; HFF cells, HCMV-luciferase reporter, 72 h; stronger effect = lower value; in the data active = activity change below about -60%; inconclusive = no clear call, values can overlap the other calls; inactive = above about -39%
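Two-dose cell screen: HFF monolayers treated with compounds and infected with luciferase-expressing HCMV at 1 PFU/cell, 72 h at 37C, then lysed for luciferase measurement.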
HCV inh = blocks hepatitis C virus; Huh7.5.1 HCVcc-Cre infection, luciferase reporter, 44 h; 340,000 tested, 3.4% active; AID 651820; Potency, µM (top dose mostly 41.8 µM), inactives show at the top dose activity change, negative = inhibition, usual class: inhibitors; note: potency is the fitted concentration of half-maximal effect
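1,000 cells/well; 4 h culture; + compound; + HCVcc-Cre (~0.5 moi); 44 h; luciferase substrate, RT 15 min; read 15 sec.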
AmpC inh detg = AmpC beta-lactamase inhibition with detergent present | P00811 | AmpC hydrolysis of nitrocefin, absorbance 480 nm, 0.01% Triton | Potency, µM (highest dose often 114 µM), for inactives: top-dose activity change, negative = inhibition, usual class: inhibitors | 370,000 tested, 0.041% active;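 note: potency is the fitted concentration of half-maximal effect; 0% = no-compound wells and -100% = no-enzyme wells; nearly all actives have a fitted effect of over 25% in size; some results filed as inactive show a strong effect at the top dose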
Target sequence (P00811 whole entry, looked up): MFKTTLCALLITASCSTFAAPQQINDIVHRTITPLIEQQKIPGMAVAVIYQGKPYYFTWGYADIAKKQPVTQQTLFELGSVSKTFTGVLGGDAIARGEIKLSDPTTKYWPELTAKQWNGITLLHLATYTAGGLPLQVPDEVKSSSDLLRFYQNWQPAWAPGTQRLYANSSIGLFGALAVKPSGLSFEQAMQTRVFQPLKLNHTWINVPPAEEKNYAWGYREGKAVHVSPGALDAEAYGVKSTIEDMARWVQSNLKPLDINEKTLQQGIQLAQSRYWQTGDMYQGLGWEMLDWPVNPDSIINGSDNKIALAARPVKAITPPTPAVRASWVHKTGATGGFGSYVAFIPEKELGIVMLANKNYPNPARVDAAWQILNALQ
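20 mM phosphate pH 7.0 + 0.01% (detergent screen) or 0.0001% Triton X-100; 5.3 nM AmpC reagent; cpd preinc 15 min RT; nitrocefin (800 uM stock) to start; A480 q20 s × 4 min; Activity was normalised to no-enzyme and no-compound control wells.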
FBPA Giardia inh = Giardia lamblia aldolase inhibition. Potency, µM (highest dose often 59.6 µM), for inactives: at the top dose activity, negative = inhibition, hits mostly inhibitors. 290,000 tested, 0.71% active. A8B2U2. purified Giardia FBPA; note: potency is the fitted concentration of half-maximal effect; nearly all actives have a fitted effect of over 55% in size
Target sequence (A8B2U2 whole entry, looked up): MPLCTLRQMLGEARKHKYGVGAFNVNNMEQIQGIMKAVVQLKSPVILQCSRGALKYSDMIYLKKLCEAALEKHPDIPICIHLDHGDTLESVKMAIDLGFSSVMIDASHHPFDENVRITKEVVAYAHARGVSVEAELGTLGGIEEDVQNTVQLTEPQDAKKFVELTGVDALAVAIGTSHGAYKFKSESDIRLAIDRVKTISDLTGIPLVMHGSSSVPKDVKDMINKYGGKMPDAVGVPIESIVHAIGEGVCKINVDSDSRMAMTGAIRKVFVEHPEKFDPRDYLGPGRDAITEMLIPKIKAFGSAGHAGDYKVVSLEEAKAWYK
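Giardia FBPA (40 nM reagent) was preincubated 10 min at RT with compound (up to 57.5 uM final), then substrate plus GAPDH/TPI/NAD/arsenate coupling system with diaphorase/resazurin was added; resorufin fluorescence (525/598 nm) was read after 20 min.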
Starred values were filed as active, the others as inactive; u = inconclusive; x = no result given; & = joins results of further samples; [ ] = remark or other dose. Unless noted, calls come from the whole dose curve; as a rule, active = well fitted curve in the direction sought with a large enough effect; inconclusive = small, poorly fitted or top-dose-only effect, or another doubt; inactive = no such curve, though single readings can be large; an effect the other way counts as inactive or inconclusive. Unless noted, % is set by controls: 0 for no effect and ±100 for the full control effect.

SMILES	Sm TGR block	AMA1 RON2 block	HCMV inh	HCV inh	AmpC inh detg	FBPA Giardia inh
COc1ccccc1N(C)S(=O)(=O)c1ccc(C(=O)OCC(=O)NCC(F)(F)F)cc1	0.7%	-7.5%	-10.9	1.6%	-3.7%	-2.8%
COc1cc(NC(=O)CCc2ccccc2)nc(OC)n1	-22.1%	7.4%	65.7	u	-3.3%	4.1%
COc1ccccc1NCC(=O)n1nc(C)cc1C	44.8%[activator]	-22.9%	-19.2	5.3%	-6.6%	-4.6%
Cn1c(N)c(C(=O)COC(=O)c2cccc(S(=O)(=O)N3CCOCC3)c2)c(=O)n(C)c1=O	x	3.0%	9.8	0.4%	x	x
N#Cc1nc(COc2ccc(Br)cc2)oc1N1CCCCCC1	0.0%	u	-17.7	u	u	1.6%
CC(OC(=O)CCc1ccccc1)C(=O)Nc1ncc(Cl)cc1Cl (centres undefined)	1.5%	-1.7%	24.7	2.3%	-0.9%	x
CCc1ccc(NC(=O)Cn2c(SC)nc3ccccc32)cc1	-16.8%	-3.9%	-8.4	-21.5%	u	3.1%
O=S(=O)(NCCc1c[nH]c2ccccc12)c1ccccc1	17.8%	-9.8%	3.7	12.9%	6.0%	-8.3%
O=C(NC1CC(=O)N(c2ccc(Cl)cc2)C1)c1ccc2c(c1)OCO2 (centres undefined)	-0.3%	x	24.1	x	-2.4%	x
COc1cc(OC)c(C(=O)OCC(=O)Nc2nnc(-c3ccccc3)o2)cc1OC	-4.9%	-23.8%	13.9	4.8%	-3.1%	x
C/C(=N\Nc1nc(-c2ccccn2)nc2ccccc12)c1ccc(F)cc1	-2.5%	73.2%[activator]	x	4.47µM*	u	4.6%
COc1ccccc1/C=C/C=NC1C(=O)N(c2ccccc2)[N+](C)=C1C (centres undefined)	-21.0%	-7.5%	46.2	-21.7%	-10.0%	2.8%
Cc1ccc(NC(=O)CC2SCCNC2=O)cc1[N+](=O)[O-] (centres undefined)	4.0%	3.8%	46.4	20.8%	4.4%	3.9%
COC(=O)C1c2ccccc2-c2ccccc21	1.4%	-1.5%	-26.4	-10.8%	0.1%	-10.0%
CC1(C)NC(=O)N(CC(O)CN(c2ccccc2)S(=O)(=O)c2ccccc2)C1=O (centres undefined)	-1.5%	-6.6%	-12.4	-2.5%	-1.1%	10.3%
Nc1ccc(C#Cc2c(-c3ccsc3)oc3ccc(N4CCOCC4)cc23)cc1	x	-3.8%	31.0	-22.9%[8.37 µM]	x	x
COc1ccc(CNC(=O)C2CCN(S(=O)(=O)c3ccc4nc5c(c(C(=O)O)c4c3)CCCC5)CC2)cc1	3.6%	38.7%[activator]	31.0&37.6	x	-8.5%	x
CCOC(=O)c1c(/N=C/C2C(=O)NC(=S)NC2=O)sc2c1CCC2	u	u	x	-14.8%	6.1%	u
COc1ccc(NC(=O)/C(Cl)=C(/Cl)S(=O)(=O)Cc2ccc(C)cc2)cn1	2.51µM*	10.3%	x	2.51µM*	u	-7.4%
COc1ccc(CC(=O)Nc2nc(-c3ccc(F)c(F)c3)cs2)cc1OC	1.9%	-20.7%	-78.6*	4.47µM*	-0.7%	-2.0%
CSc1cc(C)nc(N(C)C(C)=O)n1	3.4%	15.9%	20.4	5.2%	-0.9%	-1.4%
CCOCCN1CCC(OC(C)=O)C(C)C1 (centres undefined)	-18.7%	1.1%	30.3	15.7%	-0.5%	1.5%
O=C1c2ccccc2C(=O)c2cc(S(=O)(=O)Nc3ccccc3)ccc21	u	-29.9%	-37.9	u	-11.8%	-25.2%
O=C(OCC(=O)N1CCCc2ccccc21)c1cc(S(=O)(=O)N2CCOCC2)ccc1O	-11.0%	-4.6%	-11.3	-13.8%	-3.8%	x

Overlap with the part before: 2 compounds, then new ones.
SMILES	Sm TGR block	AMA1 RON2 block	HCMV inh	HCV inh	AmpC inh detg	FBPA Giardia inh
O=C1c2ccccc2C(=O)c2cc(S(=O)(=O)Nc3ccccc3)ccc21	u	-29.9%	-37.9	u	-11.8%	-25.2%
O=C(OCC(=O)N1CCCc2ccccc21)c1cc(S(=O)(=O)N2CCOCC2)ccc1O	-11.0%	-4.6%	-11.3	-13.8%	-3.8%	x
Cc1cnn(Cc2cccnc2)c1N	-8.6%	-4.2%	-9.9	11.0%	-1.4%	1.5%
CN1CCN(CC(=O)N/N=C\c2c[nH]c3ccccc23)CC1	5.6%	x	21.9	-3.0%	7.6%	-27.2%
Cc1ccc(C(=O)Nc2cccc(C(=O)NCc3ccccc3)c2)cc1	-9.6%	-6.5%	-3.4	u	u	-0.4%
O=C(Cc1ccccc1)OCC(=O)c1ccccc1	4.3%	7.8%	-31.9	14.2%	2.6%	x
CCOc1ccc(NC(=O)C(C)N2C(=O)c3ccccc3S2(=O)=O)cc1 (centres undefined)	-3.1%	-5.8%	-23.0	17.9%	u	x
Cc1nc(N(C)Cc2ccccc2)c2c(C)c(C)sc2n1	9.6%	-22.1%	-4.4	u	1.8%	22.9%
O=C(NCc1ccncc1)Nc1ccc(Cl)cc1Cl	23.8%	27.5%	20.1	-16.2%	2.7%	2.5%
CCc1nnc2sc(-c3cc(-c4ccccc4)nc4ccccc34)nn12	3.0%	-3.4%	22.1	u	u	5.0%
CCN(CC)C(=O)CSc1nnc(-c2ccc(O)cc2)n1CC1CCCO1 (centres undefined)	-0.2%	7.0%	9.7	9.5%	u	2.9%
Cc1cccc(NS(=O)(=O)c2cccc(C(=O)NCC(c3ccco3)N(C)C)c2)c1 (centres undefined)	u	49.5%[activator]	-30.4	-2.8%	0.0%	x
CC(C)c1nc2cc(C(=O)NC(c3cccnc3)C(F)(F)F)ccc2o1 (centres undefined)	9.1%	12.8%	-29.0	-18.4%	-15.4%	x
C/C(=C\c1ccccc1)CN1CCC(C(=O)N2CCCCC2)CC1	-0.4%	-23.9%	-20.9	5.1%	1.8%	-10.8%

Reprinted at random: 2 entries already listed
SMILES	Sm TGR block	AMA1 RON2 block	HCMV inh	HCV inh	AmpC inh detg	FBPA Giardia inh
CCc1nnc2sc(-c3cc(-c4ccccc4)nc4ccccc34)nn12	3.0%	-3.4%	22.1	u	u	5.0%
CN1CCN(CC(=O)N/N=C\c2c[nH]c3ccccc23)CC1	5.6%	x	21.9	-3.0%	7.6%	-27.2%

(cont.)
SMILES	Sm TGR block	AMA1 RON2 block	HCMV inh	HCV inh	AmpC inh detg	FBPA Giardia inh
CCN1C(=O)CC(c2ccccc2)CC1=O	u	-20.9%	-6.1	-3.1%	u	x
CCCN(CCC)CCCNC(=O)c1cn(CCOC)c(=O)c2c1c1ccccc1n2C	-33.0%	4.9%	36.6	1.8%	-8.3%	2.0%
O=C(COC(=O)CSc1ccc([N+](=O)[O-])cc1)NCc1cccs1	-19.3%	-1.0%	-4.4	2.8%	u	x
CCn1ncc2c(OCc3ccc(C#N)cc3)cc(C)nc21	-1.6%[11.4 µM]	-5.4%	19.7	u	-6.1%	u
CCCc1nc2c(s1)CCc1onc(-c3ccc(Br)cc3)c1-2	x	12.1%	-25.8	-12.3%	x	x
COc1ccc2c(CNCc3cccs3)c(C(=O)O)n(Cc3ccccc3)c2c1	-0.3%	x	21.1	x	-1.1%	x
COC(CNC(=O)c1ccc2c(c1)nc(C)n2-c1cccc(C)c1)OC	-1.9%	10.0%	u	-2.5%	-2.1%	3.6%
Cc1ccc(N2CC(C(=O)N/N=C/c3c(F)cccc3Cl)CC2=O)cc1 (centres undefined)	0.0%	3.8%	-12.4	5.9%	-14.7%	10.1%
O=C(Nc1c(C(=O)N2CCN(c3ccccc3F)CC2)oc2ccccc12)c1ccc(Br)o1	-8.4%	x	-30.5	x	0.0%	x
CCOC(=O)N1CCN(C(=O)Nc2sc3nc4n(c(=O)c3c2C)CCC(C)CC4)CC1 (centres undefined)	2.82µM*	-8.6%	-2.7	u	-13.7%	-0.1%
NC(=O)C1CCCN(CC(=O)N2CCN(c3ccccc3)CC2)C1 (centres undefined)	9.0%	6.6%	2.0	8.6%	-1.2%	5.9%
COc1ccc(/C=C2/C(=O)N(c3c(F)c(F)c(F)c(F)c3F)N=C2C)cc1	-12.9%	-10.4%	25.8	9.3%	u	3.2%

The list goes on; it opens with the 3 that closed the last part.
SMILES	Sm TGR block	AMA1 RON2 block	HCMV inh	HCV inh	AmpC inh detg	FBPA Giardia inh
CCOC(=O)N1CCN(C(=O)Nc2sc3nc4n(c(=O)c3c2C)CCC(C)CC4)CC1 (centres undefined)	2.82µM*	-8.6%	-2.7	u	-13.7%	-0.1%
NC(=O)C1CCCN(CC(=O)N2CCN(c3ccccc3)CC2)C1 (centres undefined)	9.0%	6.6%	2.0	8.6%	-1.2%	5.9%
COc1ccc(/C=C2/C(=O)N(c3c(F)c(F)c(F)c(F)c3F)N=C2C)cc1	-12.9%	-10.4%	25.8	9.3%	u	3.2%
O=C(C[C@H]1C/C=C\CC[C@@H](Cc2ccc(F)cc2)C(=O)O[C@@H](c2ccccc2)CNC1=O)N[C@@H](CO)Cc1ccccc1	x	-4.7%	-14.6	39.2%[activator]	x	x
Cc1cc(Cl)ccc1NC(=O)CN1C(=O)CSc2ccc(S(=O)(=O)N(C)C)cc21	6.5%	x	-5.3	x	3.9%	x
CCC[N+]12CCC(CC1)C(=C(c1ccccc1)c1ccccc1)C2	-1.1%	-7.2%	-9.2	3.5%	u	0.5%
Cc1nnc(NC(=O)CCCOc2ccccc2)s1	0.4%	-5.8%	10.8	4.9%	u	-0.4%
COc1ccc(NC(=O)CC(NC(C)c2ccccc2)C(=O)O)cc1 (centres undefined)	-3.3%	-0.1%	-14.4	21.7%	-11.5%	-10.2%
O=C(CSc1ccsc1[N+](=O)[O-])Nc1cccc(F)c1	u	-27.6%	12.7	-22.8%	-8.6%	-9.5%
O=C1[C@@H](Oc2ccccc2)[C@@H](c2ccccc2)N1c1ccccc1	x	-0.2%	-11.5	-1.7%	x	x
O=C(CSc1ccccn1)Nc1cccc2ccccc12	3.6%	5.7%	31.8	0.1%	9.0%	u
CCCN1CCc2c(sc(NC(=S)NC(=O)c3ccccc3)c2C#N)C1	u	53.0%[activator]	18.0	-19.0%	3.1%	-25.3%
CC(=O)c1sc2nc(-c3ccco3)ccc2c1N	0.891µM*	-1.4%	7.1	-2.5%	-2.8%	u
CC1=C(C(=O)N2CCN(c3cccc(Cl)c3)CC2)C2(CCCCC2)OC1=O	-16.0%	x	11.7	x	18.7%	x
COc1ccc(-c2cc(C(=O)Nc3ccccc3SC)no2)cc1OC	3.8%	-9.0%	-6.8	6.5%	3.2%	5.0%
c1ccc(COc2cccc(CNCc3cccs3)c2)cc1	0.5%	20.9%	72.4	29.4%	-7.9%	-13.7%

Screening results (PubChem BioAssay)
